Screening results: PubChem BioAssay, several laboratories
ARFGAP1 inh: rat ARFGAP1 inhibition; Q62848; hit rate 0.26% among 360,000; inhibition, % at 16.5 µM; Arfgap1-stimulated ARF1 GTP hydrolysis, GDP FP detection;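 active = inhibition above a per-plate limit, mean inhibition of low control wells plus 3 SD, cut at about 25% in these data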;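 also: 0% = DMSO wells with enzyme and 100% = wells lacking Arfgap1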
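System: truncated rat Arfgap1 GAP domain / Medium: HEPES-based buffer, pH 7.5 / Also added: N-terminally truncated human ARF1-GTP substrate / Incubation: enzyme reaction 120 min at 25 °C after 20 min preincubation / Measured by: FP of antibody-bound GDP Alexa 633 tracer, ex 620/em 688 nm / Replicates: singlicate, each compound tested once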
proKLK7 act: activates the human kallikrein-7 zymogen. P49862. purified proKLK7, EDANS-DABCYL substrate fluorescence; 100% is mature enzyme control, 0% vehicle. activation, % at 7 µM. hit rate 0.9% among 370,000;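 active = activation above the mean of all tested compounds plus 3 SD, computed per campaign excluding outliers beyond control limits, cut at about 13% in these data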
Target sequence (P49862 whole entry, looked up): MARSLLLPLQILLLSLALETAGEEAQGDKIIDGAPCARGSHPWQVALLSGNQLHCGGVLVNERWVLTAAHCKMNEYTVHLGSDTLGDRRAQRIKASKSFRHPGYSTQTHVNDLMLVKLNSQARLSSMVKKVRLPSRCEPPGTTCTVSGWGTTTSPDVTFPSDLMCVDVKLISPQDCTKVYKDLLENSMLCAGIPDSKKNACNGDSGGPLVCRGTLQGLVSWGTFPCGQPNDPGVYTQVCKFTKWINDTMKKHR
DDE Tn7 FP inh: disrupts Tn7 cyclic peptide binding to fibrin D-Dimer-E complex; P02675; FP displacement of FITC-Tn7 peptide from fibrin DD(E); 0% = median of compound wells per plate; inhibition, % at 8.3 µM; hit rate 0.13% among 370,000; AID 720508;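 active = inhibition above the mean of compounds falling within the control limits plus 3 SD of them, cut at about 14% in these data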;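 also: 0% = plate median of compound wells and 100% = 10 µM Aha-Tn7 peptide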
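Assay system: human fibrin DD(E). Input: DD(E) 2 µM final. Medium: Tris buffer with calcium and detergent, pH 7.8. Compound dosing: single point at 8.3 µM. Timing: 10 min plus 3 h, room temperature. Technique: fluorescence polarization of the labelled Tn7 tracer. Read-out: percent inhibition. Replicates: singlicate testing.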
sPLA2-III inh: Blocks human group III sPLA2 activity. Q9NZ20. QFRET BODIPY PC-A2 liposome hydrolysis, fluorescence. inhibition, % at 12.2 µM. hit rate 0.56% among 370,000;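 active = inhibition above mean plus 3 SD of compounds lying within the high and low control bounds, cut at about 19% in these data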;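 also: 0% = median of test compound wells and 100% = no enzyme DMSO wells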
PLC-gamma1 inh: PLC-gamma1 (human) inhibition, primary screen; P19174; purified PLC-gamma1, fluorogenic substrate, fluorescence; inhibition, % at 12.2 µM; hit rate 0.84% among 370,000; AID 720700; in the data active = inhibition above about 9.5%
NR1D1 modulator: modulates human Rev-erb alpha binding to DNA; P20393; Rev-erbα–FITC-DNA binding, fluorescence polarization, 90 min; activity, % at 10 µM; hit rate 0.79% among 370,000;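 active = activity above about 14%, limit read from the data; passing the limit was not always enough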;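 also: 0% = DMSO wells with 35 nM protein and 100% = DMSO wells with 750 nM protein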
Tn6 DDE FP: DD(E)-Tn6 binding inhibition, primary FP screen; P02675; Fibrin DD(E) TRITC-Tn6 fluorescence polarization displacement; hit rate 0.21% among 370,000; inhibition, % at 8.3 µM;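 active = inhibition above a per-campaign cutoff: mean of compounds within control limits plus 3 SD, cut at about 15% in these data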;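 also: 0% = median of all compound wells on the plate and 100% = blocking peptide control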
PLC-beta3 inh: PLC-beta3 (human) inhibition, primary screen; Q01970; Purified PLC-beta3, fluorogenic substrate, fluorescence; inhibition, % at 12.2 µM; hit rate 0.18% among 370,000; in the data active = inhibition above about 11%;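 also: 0% = median of compound wells on plate and 100% = full blocker control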
ASAP1 inh: ASAP1 ArfGAP inhibition | ASAP1-stimulated ARF1 GTP hydrolysis, GDP FP detection | Q9ULH1 | inhibition, % at 16.5 µM | hit rate 0.19% among 360,000 | AID 624377; in the data active = inhibition above about 25%;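 also: 0% = vehicle with enzyme and substrate and 100% = no enzyme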
UHRF1 MBD2 ctr: UHRF1 methyl-DNA binding inhibition; hit rate 0.75% among 370,000; UHRF1 binding to methylated oligo, TR-FRET; inhibition, % at 4.4 µM; Q96T88; AID 687016; in the data active = inhibition above about 21%;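 also: UHRF1 SRA domain binding a hemimethylated CpG hairpin DNA probe; 0% = median of test compound wells and 100% = reference inhibitor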
Target sequence (Q96T88 whole entry, looked up, the tested form may be a part): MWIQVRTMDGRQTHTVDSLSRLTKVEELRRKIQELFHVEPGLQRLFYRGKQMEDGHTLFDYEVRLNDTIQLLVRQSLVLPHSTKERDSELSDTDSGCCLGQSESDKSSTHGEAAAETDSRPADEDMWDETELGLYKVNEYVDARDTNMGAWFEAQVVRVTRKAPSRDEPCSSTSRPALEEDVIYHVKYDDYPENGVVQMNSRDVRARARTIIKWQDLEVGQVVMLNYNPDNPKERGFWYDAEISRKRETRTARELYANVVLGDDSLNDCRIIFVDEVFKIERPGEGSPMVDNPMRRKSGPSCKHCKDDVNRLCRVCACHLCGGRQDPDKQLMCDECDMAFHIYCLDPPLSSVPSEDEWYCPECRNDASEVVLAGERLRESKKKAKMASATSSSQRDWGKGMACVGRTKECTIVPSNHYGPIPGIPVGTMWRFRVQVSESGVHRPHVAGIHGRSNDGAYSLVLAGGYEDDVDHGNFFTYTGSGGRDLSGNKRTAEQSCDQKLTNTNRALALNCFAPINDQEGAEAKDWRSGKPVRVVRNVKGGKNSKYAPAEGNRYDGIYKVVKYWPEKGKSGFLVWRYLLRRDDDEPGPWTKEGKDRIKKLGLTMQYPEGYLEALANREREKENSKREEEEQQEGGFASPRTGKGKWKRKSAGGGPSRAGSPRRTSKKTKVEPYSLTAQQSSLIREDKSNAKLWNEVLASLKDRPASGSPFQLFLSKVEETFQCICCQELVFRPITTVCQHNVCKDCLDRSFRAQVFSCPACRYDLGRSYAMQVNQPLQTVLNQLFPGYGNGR
Starred values were filed as active, the others as inactive.

SMILES	ARFGAP1 inh	proKLK7 act	DDE Tn7 FP inh	sPLA2-III inh	PLC-gamma1 inh	NR1D1 modulator	Tn6 DDE FP	PLC-beta3 inh	ASAP1 inh	UHRF1 MBD2 ctr
Cc1cc(O)c(Sc2ccc(Cl)cc2)c(=O)[nH]1	3	0.1	-2	-1	2	4	1	-5	8	-1
Cc1nc(C(C)NC(=O)CCc2nnc(-c3ccsc3)o2)cs1 (configuration not stated)	9	0.4	2	6	0	-3	4	-12	12	1
CC1(C)OC(c2ccccc2)=C/C(=C/C=C2C(=O)c3ccccc3C2=O)O1	2	0.3	-13	3	0	1	4	3	7	1
Nc1nn2c(-c3ccccc3)cc(=O)[nH]c2c1N=Nc1ccc(Br)cc1	-5	-0.1	-1	0	-2	12	-1	-4	-4	-6
CCn1c(COc2ccc3c(c2)CCCC3)nnc1SCC(=O)Nc1nccs1	0	-1.3	-5	16	6	3	4	4	-11	4
[O-]C1=N/[N+](=C/c2ccccc2)CC1	1	0.4	-1	3	3	-1	-2	-5	-13	-3
O=C1CC(C(=O)NCCc2ccccc2)SC(=Nc2ccccc2)N1 (configuration not stated)	7	0.5	-5	-16	0	-3	-2	-2	1	1
Cc1csc(NC(=O)CSc2nnc(-c3ccccn3)n2-c2ccc(C)c(C)c2)n1	4	0.3	2	-3	2	-1	-4	1	1	-1
Cc1cc(OCc2cc(C(=O)N3CCN(C)C(=O)[C@@H]3C)no2)cc(C)c1Cl	5	0.3	6	-10	0	0	0	-6	0	3
O=C(CS(=O)(=O)c1c[nH]c2ccccc12)N1CCCc2ccccc21	-2	-0.5	8	-14	-2	-2	4	2	-7	1
COC1=C(Nc2ccccc2OC)C(=O)c2ccccc2C1=O	5	0.8	-7	2	0	4	-1	-7	4	-7
COc1cccc(C2CC(c3ccc(Cl)cc3)n3nc(N)nc3N2)c1 (configuration not stated)	14	-0.6	2	16	-61	4	-9	-79	-7	4
C[C@@H]1C(c2ccccc2)=NN(c2ccccc2)[C@H]1C(=O)N1CCOC1=O	-1	243*	-2	-8	-137	5	7	-182	-11	0
CC(=O)c1cccc(NC(=O)C2(c3ccccc3)CC2(Cl)Cl)c1 (configuration not stated)	-3	-0.3	-1	-9	-1	-4	5	-1	12	25*
c1ccc(N=Nc2ccc3cccccc2-3)cc1	2	-0.4	-7	16	1	7	5	-5	-5	-3
Cn1cc(SCC(=O)NCc2ccc3c(c2)OCO3)c2ccccc21	-2	-0.3	3	4	2	0	-2	-1	-1	-1
FC(F)(F)c1cccc(OCC2CNC(=S)O2)c1 (configuration not stated)	-3	0.5	6	2	1	4	-2	-4	3	1
COc1ccc2[nH]c(=O)c(CN(Cc3ccco3)Cc3nnnn3Cc3ccccc3)cc2c1	18	7.3	6	4	-207	1	-7	-254	-2	-7
Cc1csc(NC(=O)c2cc(-c3ccncc3)nc3ccccc23)n1	11	0.3	-7	-6	-1	6	2	-8	-6	-1
CC1NC(=O)NC1CCCCCC(=O)Nc1ccc(F)c(Cl)c1 (configuration not stated)	-14	-0.3	3	-2	-2	-3	7	2	-13	-2
CCOc1ccc(CNCc2cccnc2)cc1	-3	0.1	3	4	0	1	-3	0	-6	-2
CN(C(=O)COc1ccccc1)c1nnc(-c2cccnc2)s1	-7	4.2	3	0	-5	-4	-11	-1	9	5
CCCC(=O)Nc1nc2ccc(OC)cc2s1	6	0.2	1	-2	6	1	0	1	-4	-2
Cc1ccc(NC(=O)CCn2c(=O)[nH]c3ccsc3c2=O)cc1	0	-0.1	4	-1	-2	-2	2	0	-3	0
CCOC(=O)C1CCN(c2ncnc3c2cnn3-c2ccc(OC)cc2)CC1	1	0.5	0	9	-5	-3	-1	-8	-11	1
C/C=C/C=C/C(=O)N1CC2(CC(c3cccc(NC(=O)CCCCC)c3)=NO2)C[C@H]1C(N)=O (some centres not stated)	-4	0.4	3	-8	1	2	-2	-4	2	1
CCOC(=O)C(CC)/C(C)=N\NC(=O)c1cccc(C)c1 (configuration not stated)	6	-0.6	-3	4	-4	3	-3	-2	7	-5
O=S1(=O)c2cccc3cccc(c23)N1Cc1ccc(-c2nnco2)cc1	-6	-8.5	4	-7	-168	-4	-8	-210	-8	-3
Cc1ccc(CN2CCNC(=O)C2CC(=O)N(C)C2CCCCC2)cc1 (configuration not stated)	-1	0.5	-1	-2	-20	1	-9	-42	-6	-1
CCC(C)c1ccc(NC(=S)NCCn2cc(Cl)cn2)cc1 (configuration not stated)	4	0.1	6	2	4	15	5	-2	-2	5
O=C(c1ccco1)N1CCN(c2ncnc3c2oc2ccccc23)CC1	0	-0.7	-1	-1	-8	4	-2	-16	6	-5
CC1=CCC2C(=O)N(c3ccc(C)cc3)C(=O)C2C1 (configuration not stated)	-5	0.9	0	3	-2	5	3	-4	-1	4
CSc1nc2ccsc2c(=O)n1-c1ccccc1	0	-0.5	0	-4	-1	-2	-1	5	2	1
CCOC(=O)c1c(NC(=O)CSc2ncn[nH]2)sc(C(C)=O)c1C	-6	-0.2	-4	-50	5	0	-1	4	0	2
CSc1nc2ccccc2n1Cc1cccc(F)c1	-7	-0.9	4	1	-1	1	-1	1	-11	16
COC(=O)Nc1ccc(S(=O)(=O)N2CCN(c3ccc(F)cc3)CC2)cc1	6	0.4	-8	-9	2	-3	-15	0	-2	3
COc1cc(OC)c(C(=O)O/N=C(\N)c2ccccn2)cc1OC	-1	1.1	1	-3	1	-4	3	-7	5	-4
CCOC(=O)N1CCN(C(=O)CCCOc2ccccc2)CC1	5	0.3	1	-1	1	-3	-2	1	9	-2
O=C(NCCCN1CCN(Cc2ccccc2)CC1)C1CCN(S(=O)(=O)N2CCCC2)CC1	15	-0.3	0	-3	2	-5	5	2	-8	-3
O=C(NCCCO)c1nc2ccccc2s1	-2	0.1	8	-3	-3	-1	1	3	-6	-2

Sorted by length of the SMILES (rising): part of the list above
SMILES	ARFGAP1 inh	proKLK7 act	DDE Tn7 FP inh	sPLA2-III inh	PLC-gamma1 inh	NR1D1 modulator	Tn6 DDE FP	PLC-beta3 inh	ASAP1 inh	UHRF1 MBD2 ctr
FC(F)(F)c1cccc(OCC2CNC(=S)O2)c1 (configuration not stated)	-3	0.5	6	2	1	4	-2	-4	3	1
Cn1cc(SCC(=O)NCc2ccc3c(c2)OCO3)c2ccccc21	-2	-0.3	3	4	2	0	-2	-1	-1	-1
O=C(CS(=O)(=O)c1c[nH]c2ccccc12)N1CCCc2ccccc21	-2	-0.5	8	-14	-2	-2	4	2	-7	1

(next part)
SMILES	ARFGAP1 inh	proKLK7 act	DDE Tn7 FP inh	sPLA2-III inh	PLC-gamma1 inh	NR1D1 modulator	Tn6 DDE FP	PLC-beta3 inh	ASAP1 inh	UHRF1 MBD2 ctr
O=C1C2C3c4ccccc4C(c4ccccc43)C2C(=O)N1Cc1cccnc1 (configuration not stated)	10	-0.2	2	5	0	3	2	10	4	0
COc1ccc(/C(C)=N/NC(=O)c2cc(-c3cccnc3)nc3ccccc23)cc1	3	0.0	-5	-2	6	-2	-2	-2	6	-2
COCCN1Cc2cc(C(=O)OC)c3c(c2C1=O)c1cc(F)ccc1n3S(=O)(=O)c1ccc(C)cc1	-4	-0.1	3	0	-10	0	0	-14	7	1
COc1ccc(-n2c(COc3ccccc3)nnc2SCC(N)=O)cc1	3	-0.6	-2	2	7	-5	7	8	17	1
CS(=O)(=O)N1CCC(C(=O)N2CCc3ccccc3C2)CC1	13	0.2	-3	9	5	-3	-5	-1	-10	1
Cc1nc2[nH]c(=S)[nH]c(=O)c2nc1C	16	-7.9	-5	-4	-85	-9	-2	-108	2	2
CCOC(=O)CN1C(=O)N[C@@H](c2cccs2)C(C(=O)OC)=C1C	5	0.1	-1	3	-2	1	5	1	2	13
O=C(Cc1ccccc1[N+](=O)[O-])Nc1ccc(S(=O)(=O)N2CCCC2)cc1	4	0.8	-6	-19	4	-5	-2	-6	-12	1
Cc1ccccc1N1CCN(Cc2cccc(C(=O)O)c2)CC1	3	-0.2	2	-6	0	-1	3	2	-9	-2
Cc1ccc(Oc2nc3ccccn3c(=O)c2/C=C(\C#N)C(=O)Nc2c(C)n(C)n(-c3ccccc3)c2=O)cc1	5	1.3	0	19	-33	-1	-7	-40	8	6
COc1ccccc1C(CNC(=O)COc1ccccc1C)N1CCCC1 (configuration not stated)	2	0.5	-4	2	4	-2	3	1	1	2
Cc1cc(C)c[n+](-c2[nH]c(=O)sc2/C=N/NC([S-])=Nc2ccccc2)c1	-8	0.1	9	-27	3	1	3	2	-3	-15
CNC(=O)c1ccccc1Nc1ccc(SC(F)F)cc1	-6	0.8	2	1	-30	4	6	-18	0	-1
COc1ccc(-c2ccc3c(c2)S(=O)(=O)c2cccc(C(=O)N4CCN(c5c(Cl)cncc5Cl)CC4)c2C3=O)cc1OC	-5	-1.3	0	5	-15	1	1	-23	16	-1
O=C(c1cc(-c2ccccc2)nc2ccccc12)N1CCOCC1	9	-0.1	-2	4	4	4	1	-6	4	2
CCOC(=O)N1CCN(S(=O)(=O)CCNC(=O)c2ccccc2)CC1	-4	0.3	3	-2	2	1	4	2	-7	1
O=C1C=CC(=C(c2ccc(O)cc2)c2ccc(O)cc2)C=C1	5	-0.2	4	-1	-2	3	-6	-11	14	-1
NS(=O)(=O)c1cccc(NC(=O)CCCNC(=O)c2ccc(Cl)cc2)c1	0	-0.2	-10	2	1	2	-3	-6	3	0
CCOC(=O)C1(CCOc2ccccc2)CCN(Cc2cccc(F)c2)CC1	-3	-0.3	-3	3	0	-6	-3	-6	-7	1
S=C(NCc1cccs1)Nc1ccc(Br)cc1Cl	12	-0.4	2	-1	2	-4	9	3	15	2
Cc1nc([N+](=O)[O-])c(SCC(O)CCl)n1Cc1ccc(Cl)cc1 (configuration not stated)	-10	-0.7	2	-3	7	-5	8	4	-3	3
COc1ccc(-c2nc3ccccc3c(=O)n2CCOc2cc(C)ccc2C)cc1	-7	0.1	2	0	0	11	0	2	3	2
C[C@@H]1CN([C@@H](C)CO)S(=O)(=O)c2ccc(Br)cc2O[C@@H]1CN(C)S(=O)(=O)c1ccc(F)cc1	-4	0.4	0	-21	7	-5	-1	0	14	5
Clc1ccc(-n2ncc3c(NCc4ccc5c(c4)OCO5)ncnc32)cc1	-9	-0.8	-4	0	4	-1	3	6	-8	3
CCN(CC)C(=O)[C@H]1CC(CC(=O)NCc2ccc(OC)c(OC)c2)C(=O)N2CCc3c([nH]c4ccccc34)[C@]12C (some centres not stated)	-3	0.5	5	4	-2	-5	-1	-4	18	1
Cc1ccc(O)c(NC(=O)c2ccc3c(c2)C(=O)N(CC(C)C)C3=O)c1	1	-0.1	7	-4	0	-3	-10	-6	-6	-1

Hits appear at their usual frequency (roughly 4.5% active in at least one column).
